Screening results as filed in PubChem BioAssay.
FLuc inh counter = counter-screen for luciferase assay inhibitors: firefly luciferase inhibition; ATPLite firefly luciferase biochemical luminescence, 10 min; inhibition, % at 10 µM; P08659; AID 1006; 1.5% of 200,000 active;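 active = inhibition above about 50% when tested at 10 µM, limit read from the data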
Target sequence (P08659 whole entry, looked up): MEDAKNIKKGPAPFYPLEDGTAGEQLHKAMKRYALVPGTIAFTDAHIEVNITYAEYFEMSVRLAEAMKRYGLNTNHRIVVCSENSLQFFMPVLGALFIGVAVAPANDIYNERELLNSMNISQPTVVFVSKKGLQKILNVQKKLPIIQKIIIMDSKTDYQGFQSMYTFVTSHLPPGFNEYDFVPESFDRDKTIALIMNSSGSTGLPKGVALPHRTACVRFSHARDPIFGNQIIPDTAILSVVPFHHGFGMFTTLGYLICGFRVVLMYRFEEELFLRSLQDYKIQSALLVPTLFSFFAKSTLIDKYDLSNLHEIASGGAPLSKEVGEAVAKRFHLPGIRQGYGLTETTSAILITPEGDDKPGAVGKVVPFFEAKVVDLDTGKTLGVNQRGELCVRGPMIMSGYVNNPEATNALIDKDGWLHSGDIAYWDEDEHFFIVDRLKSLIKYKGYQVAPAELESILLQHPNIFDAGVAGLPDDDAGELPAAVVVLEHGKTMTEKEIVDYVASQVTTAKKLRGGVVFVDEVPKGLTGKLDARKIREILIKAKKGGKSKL
STAT1 blocker = reduces IFN-gamma driven STAT1 reporter signal. NIH 3T3 STAT1-luciferase reporter, luminescence. 0.35% of 200,000 active. inhibition, % at 5.5 µM;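 active = inhibition above a set limit, the mean inhibition across all tested compounds plus 3 SD, cut at about 34% in these data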;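 note: 0% = IFN-gamma with DMSO and 100% = IFN-gamma with 300 µM nifuroxazide; values of inactives mirror those of a sister screen read the other way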
APP 5'UTR act = APP 5'UTR luciferase reporter activation; SH-SY5Y APP 5'UTR luciferase reporter, luminescence; zero percent = DMSO vehicle wells; activation, % at 2 µM; 1% of 190,000 active;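 active = activation above a set limit, based on mean plus 3 SD of controls, cut at about 140% in these data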; note: values of inactives mirror those of a sister screen read the other way
STAT3 act = increases IL-6 driven STAT3 reporter signal. U3A cells, IL-6 STAT3-luciferase reporter, luminescence; 100% = signal with IL-6 EC80 alone. activation (% of control), % at 5.6 µM. 0.91% of 190,000 active. AID 871;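 active = activation above the screen-wide mean of compound activation plus 3 SD, cut at about 130% in these data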;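 note: 0% = background luminescence of wells with medium and substrate only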
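Test system: STAT3-luciferase reporter U3A cells; Detection: reporter luminescence signal; Times: 1 h compound pre-exposure, 6 h IL-6 stimulation, 37 °C; Benchmarks: IL-6-only high control; Also added: IL-6 stimulus at 33 ng/mL final.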
APP transl inh = APP translation inhibition. SH-SY5Y APP 5'UTR-luciferase reporter, luminescence. inhibition, % at 2 µM. 0.82% of 190,000 active. AID 1285;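 active = inhibition above a set limit, derived from the sample mean plus 3 SD, cut at about 45% in these data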; note: values of inactives mirror those of a sister screen read the other way
FLuc act counter = firefly luciferase counter-screen for stimulation assays; 200,000 tested, under 10 active; AID 1027; activation factor at 10 µM; P08659; ATPlite luciferase biochemical, luminescence, 10 min; 0 = ATP-free wells, 1 = DMSO control;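 active = luciferase activation factor, scaled between plate controls, of at least 2 with compound at 10 µM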
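Material: luciferase plus luciferin reagent, cell-free. Medium: PBS buffer for ATP. Also added: ATP substrate, dispensed from a 10.24 µM working solution in PBS. Doses: test compounds dosed from 2 mM stocks in 100% DMSO. Incubation: 10 min post-reagent at room temperature. Technique: light output (luminescence). Read-out basis: luminescence gain marking luciferase activators.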
STAT1 activator = activators of IFN-gamma induced STAT1 signaling | NIH 3T3 STAT1-luciferase reporter, luminescence; 100% = IFN-gamma alone, no compound | activation (% of control), % at 5.5 µM | 2.6% of 200,000 active | AID 932;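 active = activation above the screen-wide mean activation plus 3 SD, cut at about 130% in these data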;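 note: raw ratio to IFN-gamma control signal so 100% means no change and 0% no light; values of inactives mirror those of a sister screen read the other way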
ROMK mod = modulates human ROMK potassium channel activity; Tet-inducible ROMK, thallium flux fluorescence; actives lie on both sides; B-score at 10 µM; 2% of 130,000 active; P48048;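 active = signal ratio slope over the read window, or its plate-corrected B-score, at least 3 SD from the plate mean, either direction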;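 note: B-score of the F/F0 ratio slope over 7 to 12 s after thallium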
Target sequence (P48048 whole entry, looked up): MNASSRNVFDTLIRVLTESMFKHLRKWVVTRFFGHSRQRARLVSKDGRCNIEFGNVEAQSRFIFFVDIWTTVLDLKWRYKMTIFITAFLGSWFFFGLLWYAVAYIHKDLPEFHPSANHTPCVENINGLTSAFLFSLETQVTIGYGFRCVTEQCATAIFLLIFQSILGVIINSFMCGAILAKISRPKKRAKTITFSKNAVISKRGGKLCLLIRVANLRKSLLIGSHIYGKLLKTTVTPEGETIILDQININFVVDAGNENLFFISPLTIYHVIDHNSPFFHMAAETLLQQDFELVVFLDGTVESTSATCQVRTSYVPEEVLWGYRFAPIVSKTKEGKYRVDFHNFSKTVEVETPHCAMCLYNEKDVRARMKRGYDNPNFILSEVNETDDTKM
STAT3 blocker = STAT3 signaling inhibition; 0.89% of 190,000 active; U3A cells, IL-6 STAT3-luciferase reporter, luminescence; host cell line lacks STAT1; inhibition, % at 5.5 µM;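 active = inhibition above the mean inhibition across all screened compounds plus 3 SD, cut at about 44% in these data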;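 note: 0% = DMSO only wells and 100% = 100 µM nifuroxazide control wells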
NF-kB neuron act = NF-kB expression increase, human neuronal cells. 1.6% of 190,000 active. NF-kB reporter expression; active compounds read high. fold change at 12.5 µM. AID 1239; in the data active = fold change above about 3.3
Starred values were filed as active, the others as inactive; · = no result given.

SMILES	FLuc inh counter	STAT1 blocker	APP 5'UTR act	STAT3 act	APP transl inh	FLuc act counter	STAT1 activator	ROMK mod	STAT3 blocker	NF-kB neuron act
O=C(Nc1nnc(-c2ccccc2Cl)o1)c1cccnc1	10	-10	21	99	-21	0.9	109	·	6	1.6
CNC(=S)N1CCN(C(=O)C2CCCO2)CC1 (configuration not stated)	-4	3	-19	102	19	1	98	1.3	0	1.1
Cc1ccc2cc(COC(=O)c3ccncc3)c(=O)[nH]c2c1	-9	5	15	117	-15	1.1	96	-0.33	-13	0.88
O=C1CN(C(=O)/C=C/c2ccc(Cl)cc2Cl)CCN1	7	-23	9	103	-9	0.9	119	0.93	3	1.5
CCOC(=O)c1sc(C)c2c(=O)n(CC(=O)c3ccc(Br)cc3)nnc12	-8	8	-9	101	8	1.1	93	·	0	1.1
Cc1ccc(O)c(C(CC(=O)NC(C)C)c2ccccc2)c1 (configuration not stated)	-3	-3	7	102	-7	1	102	1.7	5	1
CC(=O)N/C(=C/c1ccccc1)C(=O)NC(Cc1ccccc1)C(=O)O (configuration not stated)	-8	-6	2	90	-2	1.1	106	·	13	1.2
CC1CCN(C(=S)c2ccc(-c3ccc(Cl)cc3Cl)o2)CC1	4	16	17	101	-17	1	86	-0.12	-4	1.7
CCOc1ccc(OCC)c(NC(=O)CN2CCN(c3cc(C)ccc3C)CC2)c1	-4	-7	8	92	-8	1	106	-0.04	13	0.86
O=C(COC(=O)c1cncc(Br)c1)NCc1ccc2c(c1)OCO2	-6	-2	17	104	-17	1.1	101	1.6	2	1.3
Cc1ccc(Nc2nc(N)c([N+](=O)[O-])c(N3CCC(C)CC3)n2)cc1C	-6	3	5	104	-5	1.1	96	-0.43	-4	1.4
COc1ccccc1NC(=O)N1CCCC1C(=O)Nc1nnc(C(C)C)s1 (configuration not stated)	-5	-5	-3	99	3	1	105	·	5	3
CCOC(=O)C1=C(C)NC2=C(C(=O)C(C(=O)OC)C(C)C2)C1c1ccc(OC)c(O)c1 (configuration not stated)	-6	-5	19	97	-18	1.1	104	-0.034	7	1
CN(C)C(=O)CCN1CCOCC1	-2	-4	20	105	-20	1	103	·	-1	1.1
Cc1nc2nc(-c3cccnc3)nn2c(C)c1Cl	2	-7	-5	92	5	1	107	·	8	1.6
NC(=O)C1CCN(c2ncnc3c(-c4ccccc4)nsc23)CC1	14	-42	21	111	-21	0.9	139*	·	-9	2.6
COc1ccc(Cl)cc1NC(=O)C/C(C)=N/NC(=O)Cc1ccccc1	-5	-11	33	98	-33	1	109	-0.13	4	1.1
COc1ccc(CN(C)CC(=O)Nc2sc3c(c2C#N)CCC3)cc1OC	3	24	1	110	-1	1	78	-0.33	-6	0.93
N#CCSc1nc2ccccc2c2nc3ccccc3n12	-2	-7	-21	95	21	1	106	-0.84	10	1.5
C/C(CC1CC(C)(C)OC1=O)=N/Nc1nc(-c2ccccc2)cs1 (configuration not stated)	-2	-3	11	110	-11	1	102	·	-12	1.3
Cc1ccc(C#N)c(SCc2cc3c(cc2Cl)OCO3)n1	-1	-1	19	112	-19	1	101	0.78	-8	1.1
CC(C)NS(=O)(=O)c1ccc(OCC(=O)NC(C)c2ccccc2)cc1 (configuration not stated)	-6	-1	1	96	-1	1.1	100	0.85	11	1.3
O=S(=O)(NCCN1CCOCC1)c1cccs1	-8	-4	11	105	-11	1.1	103	0.35	-3	1.2
Cc1csc(C(C#N)C(=O)c2ccc(S(=O)(=O)N3CCCC3)cc2)n1 (configuration not stated)	-4	9	1	101	-1	1	92	0.34	2	0.59
Cc1ccccc1OCCOCCN1CCCCCC1	-4	3	7	103	-7	1	97	0.69	6	0.89
SMILES	FLuc inh counter	STAT1 blocker	APP 5'UTR act	STAT3 act	APP transl inh	FLuc act counter	STAT1 activator	ROMK mod	STAT3 blocker	NF-kB neuron act
O=C1CC(N2CCN(c3ccccc3)CC2)C(=O)N1Cc1ccc(Cl)cc1 (configuration not stated)	-5	-4	18	116	-18	1.1	102	-0.0074	-6	0.84
Fc1ccc(Cc2nnc(-c3cccs3)o2)cc1	8	-11	-13	100	13	0.9	111	·	0	2
Cn1nc([N+](=O)[O-])nc1Oc1ccccc1C(=O)N1CCOCC1	-6	-3	9	103	-9	1.1	100	0.41	1	1.1
O=C(/C(=C/c1ccc(Cl)cc1)c1nc2ccccc2[nH]1)c1ccccc1	1	-4	84	93	-84	1	104	·	13	8*
CN(C)S(=O)(=O)c1ccc(C(=O)Nc2nnc(SCc3cccc4ccccc34)s2)cc1	-4	2	43	98	-43	1	99	-0.49	0	1.1
c1ccc(N2CCN(c3nnc(Cc4cccnc4)c4ccccc34)CC2)nc1	-1	4	6	84	-6	1	97	-0.96	24	0.69
CC1(C)CC(=O)c2c(O)cc(OCc3ccc(Br)cc3)cc2O1	21	-50	139*	117	-139	0.8	146*	0.15	-14	1.5
CCOC(=O)C1CCN(C(=O)COc2ccc(Br)cc2C)CC1	-8	6	-3	99	3	1.1	91	-1.3	6	1
O=C(O)CCSc1ccc([N+](=O)[O-])cc1[N+](=O)[O-]	-7	-2	20	114	-20	1.1	101	0.56	-4	0.96
CC(Oc1ccc(Cl)cc1Cl)C(=O)Nc1ncccn1 (configuration not stated)	24	0	8	96	-8	0.8	100	·	11	1.2
O=C(CC1C(=O)NCCN1CC1CCCCC1)NCc1cccc(F)c1F (configuration not stated)	-5	-18	24	107	-24	1.1	115	-0.067	-6	1.1
CCN(CC)CCCNC(=S)N(Cc1ccco1)Cc1cc2cc3c(cc2[nH]c1=O)OCCO3	5	-5	13	107	-13	1	104	·	-9	1.2
Cc1nn(-c2cccc(Cl)c2)c2nc(-c3ccncc3)cc(C(=O)N3CCOCC3)c12	-6	-7	-11	102	11	1.1	106	0.032	4	0.67
Cn1nc(C(F)(F)F)c(/C=N/OC(=O)c2ccccc2)c1SCc1ccc(Cl)cc1	-8	3	-6	83	6	1.1	97	-0.11	20	1.2
Cc1cc(C)c2c(N=CN(C)C)c(C(=O)N3CCN(c4ncccn4)CC3)sc2n1	-8	-2	1	104	-1	1.1	102	·	6	1.6
CS(=O)(=O)N(CC(=O)NCCSc1ccc(Cl)cc1)c1ccc2c(c1)OCO2	-6	-3	-22	103	22	1.1	103	0.25	0	1.1
O=C(CCC(=O)N/N=C/c1ccc(Br)s1)NCc1ccccc1	-8	2	11	102	-11	1.1	99	-0.16	1	1.1
COC(=O)C(Cc1ccc(OC(=O)c2ccc(Cl)cc2)cc1)N1Cc2ccccc2C1=O (configuration not stated)	-4	-27	48	108	-48	1	124	·	-8	2.1
Brc1ccc(-c2nn3c(-c4ccccn4)nnc3s2)o1	0	-1	4	82	-4	1	101	-0.11	22	0.64
Cc1nnc(NC(=O)CSc2nccn2-c2ccc(F)cc2)s1	-6	3	14	98	-14	1.1	96	-0.93	4	1.4
c1ccc(CCn2nnnc2C(c2cccnc2)N2CCN(c3ccccc3)CC2)cc1 (configuration not stated)	-1	20	-5	96	5	1	82	·	8	0.74
OCC(CO)(CO)N=Cc1c(O)ccc2ccccc12	-5	0	-7	118	7	1.1	100	0.23	-15	1.1
Cc1cccc(C(=O)NNC(=O)c2ccc(Cl)cc2)c1O	30	-11	6	133	-6	0.7	106	·	-25	1.4
CCOc1ccc(-c2nnc3sc(COc4ccccc4)nn23)cc1	-5	-4	-18	95	18	1.1	104	0.55	11	1.2
CC(=O)Nc1ccc(-c2csc(Nc3cc(C)ccn3)n2)cc1	3	-44	41	88	-40	1	140*	0.15	24	1.1

Full records from above.
Record of O=C(CC1C(=O)NCCN1CC1CCCCC1)NCc1cccc(F)c1F (configuration not stated) = FLuc inh counter = -5; STAT1 blocker = -18; APP 5'UTR act = 24; STAT3 act = 107; APP transl inh = -24; FLuc act counter = 1.1; STAT1 activator = 115; ROMK mod = -0.067; STAT3 blocker = -6; NF-kB neuron act = 1.1
Record of Cn1nc(C(F)(F)F)c(/C=N/OC(=O)c2ccccc2)c1SCc1ccc(Cl)cc1 = FLuc inh counter = -8; STAT1 blocker = 3; APP 5'UTR act = -6; STAT3 act = 83; APP transl inh = 6; FLuc act counter = 1.1; STAT1 activator = 97; ROMK mod = -0.11; STAT3 blocker = 20; NF-kB neuron act = 1.2

Reformatted: three of the compounds above.
structure: Cc1nnc(NC(=O)CSc2nccn2-c2ccc(F)cc2)s1
  FLuc inh counter: -6
  STAT1 blocker: 3
  APP 5'UTR act: 14
  STAT3 act: 98
  APP transl inh: -14
  FLuc act counter: 1.1
  STAT1 activator: 96
  ROMK mod: -0.93
  STAT3 blocker: 4
  NF-kB neuron act: 1.4

structure: c1ccc(CCn2nnnc2C(c2cccnc2)N2CCN(c3ccccc3)CC2)cc1 (configuration not stated)
  FLuc inh counter: -1
  STAT1 blocker: 20
  APP 5'UTR act: -5
  STAT3 act: 96
  APP transl inh: 5
  FLuc act counter: 1
  STAT1 activator: 82
  ROMK mod: ·
  STAT3 blocker: 8
  NF-kB neuron act: 0.74

structure: OCC(CO)(CO)N=Cc1c(O)ccc2ccccc12
  FLuc inh counter: -5
  STAT1 blocker: 0
  APP 5'UTR act: -7
  STAT3 act: 118
  APP transl inh: 7
  FLuc act counter: 1.1
  STAT1 activator: 100
  ROMK mod: 0.23
  STAT3 blocker: -15
  NF-kB neuron act: 1.1

Next compounds follow:
SMILES	FLuc inh counter	STAT1 blocker	APP 5'UTR act	STAT3 act	APP transl inh	FLuc act counter	STAT1 activator	ROMK mod	STAT3 blocker	NF-kB neuron act
Cc1ccc2sc(NNC(=O)C3=COCCO3)nc2c1C	-6	2	9	95	-9	1.1	97	-0.58	7	1.2
COCCn1c(CN2CCN(c3cccc(Cl)c3)CC2)nc2c1c(=O)n(C)c(=O)n2C	-7	13	-21	85	21	1.1	88	·	24	0.8
COc1ccccc1CNC(=O)C1CC(c2ccccc2[N+](=O)[O-])=NO1 (configuration not stated)	1	-14	-4	127	4	1	107	·	-18	1.6
COC(=O)c1ccc(C)c(NS(=O)(=O)c2ccc3c(c2)OCCO3)c1	-7	9	-93	110	93*	1.1	92	·	-5	2.3
COC(=O)c1ccc(CSc2nnc(NC(=O)C3CCCO3)s2)cc1 (configuration not stated)	-6	-6	-11	93	11	1.1	106	-0.57	14	1.1
O=c1c2c(ncn1CCO)nc1n2CCC1	2	4	11	101	-11	1	96	0.028	3	1.3
COc1ccc(N2CCN(C(C)=C3C(=O)c4ccccc4C3=O)CC2)cc1	0	-6	-2	100	2	1	104	-1.4	7	1.1
O=C(CN1CCCCC1)Nc1ccc(Br)cc1[N+](=O)[O-]	1	-14	3	104	-4	1	111	0.12	0	1.6
Cc1ccccc1-c1coc2cc(O)ccc2c1=O	-6	-2	7	99	-7	1.1	102	·	7	1.6
